From PubChem BioAssay
Myeloid diff MLP: myeloid differentiation induction; 1% of 360,000 active; ER-HoxA9 myeloid progenitors, lysozyme-GFP differentiation, flow cytometry; calls only at 10 µM; AID 624256;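 active = normalized GFP-positive differentiation at or above the plate's own cutoff, the solvent-only control mean plus 3 SD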;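 note: cells exposed to compound for four days before flow analysis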
GPR55 activation: GPR55 agonists via beta-arrestin recruitment, primary screen, imaging, U2OS cells, beta-arrestin-GFP redistribution (AID 1961); 0.048% of 290,000 active; one-dose activation, % at 10 µM; EC50 in µM for titrated hits; U2OS GPR55 beta-arrestin-GFP redistribution imaging; higher % means a stronger effect;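 active = activation above 40% with more than 50 cells counted in the well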;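 note: U2OS osteosarcoma cells stably expressing GPR55 and beta-arrestin-GFP; plate controls were DMSO negative control for no effect and LPI positive control for full effect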
NOD2 inhibition: NOD2 signaling inhibitors, cell-based, luminescence, uHTS, HEK293 (AID 1566). inhibition, % at 4 µM, or EC50 in µM where a hit was titrated. HEK293 NOD2/NF-kB luciferase reporter, luminescence; higher % means a stronger effect. 0.63% of 290,000 active; note: many of its hits are not listed in these tables
NTR1 ag: agonists of NTR1, primary screen, imaging, U2OS cells, beta-arrestin-GFP, high content (AID 493036) | NTR1-U2OS beta-arrestin-GFP spot imaging, agonist mode | activation, % at 20 µM | 0.17% of 330,000 active;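 active = activation at or above 40% of the spot to cytoplasm intensity ratio, with at least 20 cells analyzed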;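 note: 0% = DMSO without peptide and 100% = 100 nM NTR1 peptide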
Target sequence (P30989 whole entry, looked up): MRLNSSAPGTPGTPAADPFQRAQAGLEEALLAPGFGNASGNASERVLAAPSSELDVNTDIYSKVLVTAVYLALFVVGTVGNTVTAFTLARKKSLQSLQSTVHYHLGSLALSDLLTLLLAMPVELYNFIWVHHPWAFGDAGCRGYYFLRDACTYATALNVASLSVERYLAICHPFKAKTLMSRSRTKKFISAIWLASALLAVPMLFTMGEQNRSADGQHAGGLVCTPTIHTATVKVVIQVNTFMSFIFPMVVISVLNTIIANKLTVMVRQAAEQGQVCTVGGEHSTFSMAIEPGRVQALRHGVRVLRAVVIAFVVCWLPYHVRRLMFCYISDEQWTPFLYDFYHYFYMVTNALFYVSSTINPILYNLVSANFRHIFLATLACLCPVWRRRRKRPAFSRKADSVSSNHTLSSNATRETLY
KOR beta-arrestin-1: KOR agonists, beta-arrestin recruitment, primary screen, cell-based, luminescence, uHTS (AID 1777). 0.02% of 280,000 active. activation, % at 10 µM, or EC50 in µM where a hit was titrated. KOR beta-arrestin recruitment, luminescence; higher % means a stronger effect; in the data active = activation above about 50%, passing the limit was not always enough; note: a part of the inactive calls stands beside numbers as strong as those of hits
KOR beta-arrestin-2: kappa opioid receptor blockers – cell-based, luminescence, uHTS (AID 1778). KOR beta-arrestin recruitment, luminescence, antagonist mode; higher % means a stronger effect. 0.091% of 290,000 active. inhibition, % at 10 µM; hits with a dose series show IC50 in µM; note: strong numbers were not always called active
GPR55 LPI antagonism: inhibition of LPI-stimulated GPR55 beta-arrestin translocation – imaging, U2OS, beta-arrestin-GFP, LPI agonist, primary screen (AID 2013) | 0.13% of 290,000 active | U2OS GPR55 beta-arrestin-GFP translocation imaging, LPI antagonism; higher % means a stronger effect | one-dose inhibition, % at 10 µM; IC50 in µM for titrated hits;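 active = spots per cell inhibited over 60%, with over 100 cells counted and total cytoplasm intensity under 500,000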;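 note: U2OS cells stably carrying GPR55 and arrestin-GFP stimulated by 5 µM LPI near EC80; imaged beta-arrestin-GFP aggregate spots per cell after agonist stimulation; plate controls were LPI-stimulated DMSO wells for no effect and DMSO wells without LPI for full effect; some results filed as inactive read as strong as hits; confirmed hits need IC50 under 10 µM and bright autofluorescent wells are also inconclusive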
T cell HTS: modulates CD8 T cell binding to vesicles. 2C CD8+ T cell-vesicle binding, flow cytometry; stronger effect = lower value. calls only at 7 µM. 0.068% of 330,000 active;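 active = response, share of CD8 T cells binding vesicles, and their 90th percentile fluorescence all below set limits, cut at about 80% in these data, passing the limit was not always enough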
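Assay system – 2C mouse CD8+ T cells · Also added – QL9-loaded Drosophila micro-vesicles · Timing – Cell–vesicle co-incubation 1.5 h at 37 °C, staining 20 min on ice · Signal – flow cytometry of vesicle-bound cells · Measure – percent CD8+ FL2 mean versus row control · Controls – Peptide-free naked vesicles (low) and QL9 vesicles with 0.7% DMSO vehicle (high)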
NOD1 inhibition: inhibition of NOD1-driven NF-kB reporter – cell-based, luminescence, uHTS, primary screen (AID 1578) | 1% of 290,000 active | NOD1-driven NF-kB luciferase reporter cells, luminescence; higher % means a stronger effect | inhibition, % at 4 µM; hits with a dose series show EC50 in µM; in the data active = inhibition mostly above about 36%, no sharp cut-off; inactive = mostly below about 34%;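 note: HEK-293T reporter cells stimulated with the NOD1 agonist gamma-tri-DAP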
T cell HTS vesicle-bound %: second read-out of T cell HTS, no call of its own (marks repeat the call); double positive events, %; measured here: CD8+ vesicle-bound cell fraction;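 binding gate set so that unloaded-vesicle control wells show 10% double positive cells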
NTR1 ag cell count 20 µM: second read-out of NTR1 ag, no call of its own (marks repeat the call); cell count; measured here: cell count, cytotoxicity flag
Myeloid diff MLP GFP+ MAC1+ %: second read-out of Myeloid diff MLP, no call of its own (marks repeat the call); GFP+ MAC1+ double positive, %; measured here: differentiation confirmed by MAC1 staining
Active calls of the source: *; i = inactive; · = not tested or not shown; + = active, no number; [ ] = dose if it differs, or a comment. Cut-off read from the data, not from the text of the source, unless noted: active = inhibition above about 50%; inactive = the rest. Not all compounds are listed; count on the stated rates, not on these rows.

SMILES	Myeloid diff MLP	Myeloid diff MLP GFP+ MAC1+ %	GPR55 activation	NOD2 inhibition	NTR1 ag	NTR1 ag cell count 20 µM	KOR beta-arrestin-1	KOR beta-arrestin-2	GPR55 LPI antagonism	T cell HTS	T cell HTS vesicle-bound %	NOD1 inhibition
OCCN(CCCn1c(-c2ccncc2)nc2ccccc21)c1nc(CN2CCCCC2)cs1	i	0.7	-0.2%	14%	0.6	65	-0.5%	-30%[20 µM]	1%	i	60	-21%
O=C1CC(c2ccncc2)c2cc3c(cc2N1)OCO3 (configuration not stated)	i	1.2	-0.1%	-5%	-0.5	52	0.1%	26%	-4%	i	30	-10%
COc1ccc(-c2nc(CSCC(=O)N3CCN(c4cccc(C)c4)C(C)C3)c(C)o2)cc1OC (configuration not stated)	i	6.5	-0.1%	1%	8.4	64	-2.0%	-35%	3%	i	16	10%
CCOC(=O)C1=C(COc2ccccc2)NC(=O)NC1c1ccc(Br)cc1 (configuration not stated)	i	0.8	0.2%	8%	5.6	111	-3.6%	-59%[20 µM]	5%	i	43	-26%
CCN1CCN(c2cc(C)c3cc(NC(=S)N4CCOCC4)ccc3n2)CC1	i	0.4	0.2%	12%	0.9	59	-3.3%	16%	14%	i	48	-19%
O=C(CSc1ccsc1[N+](=O)[O-])N1CCCCC1	i	0.2	-0.2%	12%	-1.5	94	-5.7%	-14%	10%	i	58	-6%
Cc1cc(C)cc(C(=O)NC(=S)Nc2ccc(-c3cc4ccccc4oc3=O)cc2)c1	i	0.9	0.1%	32%	-0.5	32	9.7%	25%	2%	i	44	-36%
O=C(NCc1ccco1)C(=O)c1c[nH]c2ccccc12	i	0.3	0.2%	-5%	-1.4	96	-4.2%	7%[20 µM]	-3%	i	46	-15%
CC(=O)NCCC(=O)Nc1cc(S(=O)(=O)N2CCCCC2)ccc1Oc1cccc(C)c1	i	0.0	0.0%	1%	1.2	76	-1.3%	30%	-2%	i	6	-32%
CCSc1nnc(NC(=O)C(C)C)s1	i	3.0	0.7%	-5%	1.3	45	2.7%	-12%	6%	i	35	-11%
N#Cc1cccc(CSc2ncnc(N)n2)c1	i	0.7	-0.1%	2%	-0.7	42	4.5%	9%	9%	i	17	-4%
Cc1ccc(C)c(/C=N/NC(=S)NC(C)C)c1	i	0.2	-0.3%	-8%	2.3	49	10%	-45%	-1%	i	32	-15%
CCc1cc(=O)oc2c(C)c(OCC(=O)NCc3ccccn3)ccc12	i	4.1	0.0%	8%	3.2	84	1.5%	-15%	-2%	i	32	-24%
CSc1cccc(NC(=S)N(CCCN2CCCC2)Cc2cccn2Cc2ccc(Cl)cc2)c1	i	1.4	0.0%	-2%	28	48	0.2%	-26%	10%	i	43	-34%
Cc1ccccc1S(=O)(=O)Nc1nc2ccccc2nc1NCCO	i	0.7	-0.2%	16%	0.7	52	-4.6%	-21%	-16%	i	48	7%
COCCCNC(=O)c1cc(Sc2ccc(F)cc2)nc2ccccc12	i	4.2	-0.2%	9%	-1.0	50	3.6%	-8%	10%	i	52	-2%
CCC(C)c1ccc(O)c(NC(=O)c2cncc(Br)c2)c1 (configuration not stated)	·	·	0.4%	-4%	0.2	52	-4.9%	34%	14%	i	10	-12%
CC(C)c1cccc(C(C)C)c1NC(=O)c1ccc(OCC(=O)NCc2ccccc2)cc1	·	·	-0.2%	8%	3.0	48	0.7%	-15%	11%	i	31	-45%
CSCC[C@H](NC(=O)OC(C)(C)C)C(=O)N/N=C/c1cccc2nccnc12	i	1.0	0.0%	22%	-0.4	46	2.2%	6%	2%	i	18	10%
CCOP(=O)(c1ccccc1Cl)C1(O)CCCCC1 (configuration not stated)	i	0.7	-0.2%	16%	-0.9	38	-2.3%	-4%	11%	i	41	6%
O=C(c1ccccc1F)N1CCCC(C(=O)N2CCc3ccccc3C2)C1 (configuration not stated)	i	0.5	0.5%	8%	-0.4	49	-2.7%	32%	-7%	i	13	-3%
CC(C)Oc1ccc(NC(=O)Oc2ccccc2)cc1	i	1.4	-0.1%	10%	1.2	63	-1.3%	6%	-28%	i	23	21%
O=C(c1ccc(Br)o1)N1CCc2ccccc21	·	·	-0.1%	-128%	0.2	33	-6.0%	-30%	-8%	i	10	-63%
Cc1ccccc1CCNC(=O)C1CCC(=O)N(CCc2cccc(F)c2)C1 (configuration not stated)	i	7.6	0.2%	-2%	0.3	71	-3.5%	9%	4%	·	·	-36%
CCOc1ccc(-c2cc(CCCC(=O)NCCc3ccccc3)no2)cc1	i	0.4	0.0%	4%	-0.2	109	-1.6%	-32%	6%	i	5	1%
COC(=O)c1ccc(N(C(=O)CNC(=O)c2ccco2)C(C(=O)NC2CCCC2)c2ccco2)cc1 (configuration not stated)	i	0.7	-0.1%	4%	0.9	53	-3.0%	-12%	7%	i	43	-29%
Cc1cc(C)c2cc(C(=O)N3CCc4ccccc4C3)[nH]c2c1	i	0.2	0.2%	4%	3.6	39	2.1%	12%	1%	i	24	0%
O=C(NNC(=S)NCc1ccccc1)c1ccc(OC(F)F)cc1	i	0.3	-0.2%	-4%	-1.1	59	4.0%	5%	-2%	i	31	-26%
CCn1nc(C)c(CN2CCC(n3nccc3NC(=O)CCCc3ccccc3)CC2)c1C	i	3.5	0.0%	5%	0.1	50	3.7%	-12%	-10%	i	8	-17%
CCN(CC)CCCNC(=O)CCn1nc(-c2ccccc2)ccc1=O	i	0.5	-0.3%	18%	1.1	78	-3.7%	8%	6%	i	35	0%
CCS(=O)(=O)N1CCC(C(=O)Oc2ccccc2OC)CC1	i	0.2	1.1%	5%	0.0	68	-2.0%	-4%	15%	i	62	-24%
COC(=O)c1cc(C(=O)OCC(=O)NCc2ccc3c(c2)OCO3)cc([N+](=O)[O-])c1	i	1.3	0.2%	7%	-1.5	59	1.6%	32%	17%	i	12	-22%
CC(NC(=O)C1CCN(S(=O)(=O)c2ccc(Br)s2)CC1)c1ccccc1 (configuration not stated)	i	1.5	0.2%	9%	1.2	24	-1.3%	-41%	-2%	i	27	0%
CCCc1ccc(OCC(=O)NNC(=S)NC(=O)c2ccco2)cc1	i	0.8	-0.1%	26%	3.1	66	0.4%	-32%	2%	i	36	1%
Cc1ccc(-n2c(CC#N)n[nH]c2=S)c(C)c1	i	0.8	0.3%	23%	-1.5	52	1.2%	1%	-11%	i	19	5%
Cn1cc(S(=O)(=O)N2CCN(c3cccc(Cl)c3)CC2)c(=O)n(C)c1=O	i	0.1	-0.1%	17%	-0.6	62	-1.5%	27%	4%	i	29	10%
CCOc1ccc2nc(N(CCN(C)C)C(=O)c3ccc4ccccc4c3)sc2c1	i	1.0	-0.2%	7%	3.0	54	2.8%	-7%	17%	i	29	-30%
COc1ccc2[nH]c(=O)c(CN(C(=O)c3cccnc3)c3ccc(C)cc3C)cc2c1	i	0.8	-0.1%	18%	-1.2	49	2.4%	16%	12%	i	44	-12%
CCn1nc(C)c(NS(=O)(=O)c2ccc(C)cc2)c1C	i	1.0	0.1%	13%	0.6	53	-5.8%	-30%	-1%	i	42	-2%
O=C(c1ccc(Cl)cc1)N1CCc2ccccc21	i	0.3	-0.3%	12%	-1.8	47	-1.5%	-16%[20 µM]	-8%	i	60	0%
Fc1ccc(C2c3[nH]c4ccccc4c3CCN2Cc2ccoc2)cc1 (configuration not stated)	i	0.1	-0.1%	-5%	3.4	43	1.8%	-28%	5%	i	25	-18%
N#Cc1ccsc1NC(=O)CSc1ncnc2ccccc12	+	0.7*	-0.1%	-5%	2.3	52	6.7%	-1%	2%	i	46	51%
CCn1c(COc2cccc(C)c2C)nnc1SCC(=O)Nc1cc(C)on1	i	0.3	-0.1%	-30%	0.8	38	-5.6%	-16%	0%	i	45	-1%
N/C(=N\S(=O)(=O)c1cc(C(F)(F)F)cc(C(F)(F)F)c1)c1cccs1	i	0.8	-0.2%	-16%	4.5	54	3.9%	-26%	-7%	i	23	-11%
COc1ccc(C)cc1NC(=O)CCS(=O)(=O)c1ccc2c(c1)oc(=O)n2C	i	2.4	0.7%	6%	0.7	45	3.1%	-40%	9%	i	12	10%
Cc1ccc(C(=O)NCC(=O)N2CCc3ccccc3C2)cc1C	i	0.3	1.5%	24%	2.2	49	-1.5%	-15%	-1%	i	20	2%
O=C(C1CC1)N1CCc2cc(Br)cc(S(=O)(=O)NCCN3CCOCC3)c21	i	1.1	0.2%	-8%	-1.0	80	-1.3%	7%	-2%	i	62	-18%
COc1ccc2[nH]c(C(=O)N/N=C/c3cc(OC)c(OC)c(OC)c3)cc2c1	i	1.2	-0.1%	-19%	1.1	97	1.6%	-2%	2%	i	29	-6%

Just NOD2 inhibition, NOD1 inhibition and KOR beta-arrestin-1 (two entries from above):
structure	NOD2 inhibition	NOD1 inhibition	KOR beta-arrestin-1
COc1ccc(C)cc1NC(=O)CCS(=O)(=O)c1ccc2c(c1)oc(=O)n2C	6%	10%	3.1%
Cc1ccc(C(=O)NCC(=O)N2CCc3ccccc3C2)cc1C	24%	2%	-1.5%

Compound profiles (already shown). Order of screens: Myeloid diff MLP	Myeloid diff MLP GFP+ MAC1+ %	GPR55 activation	NOD2 inhibition	NTR1 ag	NTR1 ag cell count 20 µM	KOR beta-arrestin-1	KOR beta-arrestin-2	GPR55 LPI antagonism	T cell HTS	T cell HTS vesicle-bound %	NOD1 inhibition
`CCn1c(COc2cccc(C)c2C)nnc1SCC(=O)Nc1cc(C)on1` is entered as i	0.3	-0.1%	-30%	0.8	38	-5.6%	-16%	0%	i	45	-1%
`N#Cc1ccsc1NC(=O)CSc1ncnc2ccccc12` is entered as +	0.7*	-0.1%	-5%	2.3	52	6.7%	-1%	2%	i	46	51%
`O=C(C1CC1)N1CCc2cc(Br)cc(S(=O)(=O)NCCN3CCOCC3)c21` is entered as i	1.1	0.2%	-8%	-1.0	80	-1.3%	7%	-2%	i	62	-18%
`N/C(=N\S(=O)(=O)c1cc(C(F)(F)F)cc(C(F)(F)F)c1)c1cccs1` is entered as i	0.8	-0.2%	-16%	4.5	54	3.9%	-26%	-7%	i	23	-11%
